High-throughput results from PubChem.
H1N1 NS1A inhibition: H1N1 influenza NS1A inhibitors, functional cell based assay (AID 504329); NS1A functional cell-based assay, percent inhibition; higher % means a stronger effect; inhibition, % at 12.5 µM; hits with a dose series show IC50 in µM; hit rate 0.3% among 340,000; in the data active = a potency from the dose series; inconclusive = inhibition above about 27% without an active follow-up result; note: strong numbers were not always called active
tuberculosis growth: growth inhibition of non-replicating M. tuberculosis (AID 488890); Mycobacterium tuberculosis non-replicating, growth inhibition; higher % means a stronger effect; one-dose inhibition, % at 25 µM; IC50 in µM for titrated hits; hit rate 0.39% among 320,000; in the data active = a potency from the dose series; inconclusive = inhibition mostly from about 82% at the one dose, without a potency; inactive = the rest, 99 in 100 with inhibition below about 76%;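 note: plate controls were DMSO cells for no effect and high antibiotic wells for full effect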
inhibitors of VEEV: inhibitors of VEEV TC-83 cytopathic effect, confirmation, Vero cells (AID 588727); Vero cells, VEEV TC-83 cytopathic effect inhibition; higher % means a stronger effect; inhibition, % at 20 µM, or IC50 in µM where a hit was titrated; hit rate 0.13% among 350,000; in the data active = a potency from the dose series; inconclusive = inhibition mostly from about 14% at the one dose, without a potency; inactive = the rest, 99 in 100 with inhibition below about 12%; note: strong numbers were not always called active
PhoP GFP inhibition: PhoP regulon inhibitors, Salmonella typhi PhoP promoter GFP reporter, confirmatory (AID 1850) | hit rate 0.33% among 310,000 | Salmonella Typhi PhoP-promoter GFP reporter, fluorescence, 4 h; higher % means a stronger effect | inhibition, % at 50 µM, or IC50 in µM where a hit was titrated; in the data active = a potency from the dose series; inconclusive = inhibition mostly from about 25% at the one dose, without a potency; inactive = the rest, 99 in 100 with inhibition below about 19%;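 note: 0% = induced wells with vehicle and 100% = uninduced wells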
H37Rv inhibition: M. tuberculosis growth inhibition, HTS (AID 449762) | hit rate 0.59% among 330,000 | inhibition, % at 25 µM; hits with a dose series show IC50 in µM | M. tuberculosis H37Rv growth inhibition, 7H9 media; higher % means a stronger effect; in the data active = a potency from the dose series; inconclusive = inhibition above about 70% without an active follow-up result;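 note: bacterial growth assessed after seven days of incubation; strong numbers were not always called active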
inhibitors of VEEV 10K pilot screen: recorded beside inhibitors of VEEV, whose call it bears; inhibition, %; measured here: 10K pilot screen inhibition
Starred values were filed as active, the others as inactive; i = inactive; ? = inconclusive; nt = not tested or not shown.

SMILES	H1N1 NS1A inhibition	tuberculosis growth	inhibitors of VEEV	PhoP GFP inhibition	H37Rv inhibition	others
CC(C)CCN1CC(O)=C(c2nc(-c3ccc(Cl)cc3)cs2)C1=N	-4%	2%	0.7%	-11%	4%
CN1/C(=C\C=[N+](C)c2ccccc2)C(C)(C)c2ccccc21	-3%	37%	1.2%	0%	-2%
O=C(N/N=C/c1cc2cc3c(cc2nc1Cl)OCCO3)c1ccccc1O	-3%	9%	9.0%	12%	0%
CC(=O)Nc1cc(NC(C)=O)cc(-c2nc3ccccc3[nH]2)c1	0%	1%	3.5%	2%	8%
CC(=O)C1=C(C)NC(SCC(=O)c2cc(Cl)ccc2Cl)=C(C#N)C1c1ccco1 (stereo unspecified)	7%	6%	8.8%	-8%	3%
Cc1c(Cl)c([N+](=O)[O-])nn1CCCC(=O)NC(C)c1ccccc1 (stereo unspecified)	3%	-24%	i	-13%	-4%	inhibitors of VEEV 10K pilot screen=0.0
CN(C)S(=O)(=O)c1cccc(C(=O)Nc2ccccc2N2CCCCC2)c1	-14%	12%	i	7%	4%
COC(=O)c1ccc(NC(=S)N2CCN(Cc3cccc(C)c3)CC2)cc1	-5%	51%	i	-7%	6%	inhibitors of VEEV 10K pilot screen=2.1
Cc1ccc(-c2nnn(CC(=O)N(CCO)C(C(=O)NC3CCCC3)c3ccc(F)cc3)n2)o1 (stereo unspecified)	4%	-7%	0.9%	6%	-6%
Cc1ccccc1OCCSc1nc2ccccc2n1CCC(=O)O	0%	-10%	0.1%	-6%	-2%
CC(NC(=O)CSc1ncccn1)c1ccc(Cl)cc1Cl (stereo unspecified)	-55%	7%	0.3%	5%	1%
O=S(=O)(Nc1nccs1)c1cc(Cl)ccc1Cl	-6%	22%	1.4%	4%	-10%
CCn1nc(C)c(/C=N\NC(=O)c2ccc3c(c2)OCO3)c1C	-6%	10%	4.3%	1%	-1%
Cn1c(=O)[nH]c(=O)c2c1nc(N)n2Cc1ccccc1	-1%	nt	1.1%	-2%	1%
Cn1cnc2nc[nH]c2c1=S	-3%	nt	0.6%	nt	nt
COc1cc(NC(=O)CSc2ncnc3sc4c(c23)CCC(C)C4)c(C(=O)O)cc1OC (stereo unspecified)	10%	9%	1.3%	-18%	2%
CC(C)CC1c2[nH]c3ccccc3c2CCN1C(=O)CCC(=O)N(C)C (stereo unspecified)	3%	-10%	0.9%	5%	-1%
COc1ccc(NC(=O)CSc2nnc(NC(=O)c3ccco3)s2)cc1OC	2%	-6%	1.4%	0%	-19%
CCc1nonc1NC(=O)c1oc2ccccc2c1C	-4%	13%	i	11%	8%
CCSC1=C(C#N)C(c2ccccc2Cl)CC(=O)N1 (stereo unspecified)	1%	-14%	0.7%	10%	-7%
CC(=O)N1CC(C)c2scc(C)[n+]2-c2ccccc21 (stereo unspecified)	16%	5%	i	-6%	0%
Cc1occc1C(=O)N1CCN(S(C)(=O)=O)CC1	3%	-4%	2.9%	-10%	-9%
CSC1=NCCN1S(=O)(=O)c1ccc(Cl)cc1	-10%	20%	0.3%	-4%	-1%
CCOc1ccc(S(=O)(=O)N2CCC(C(=O)N3CCOCC3)CC2)cc1Cl	-2%	-1%	1.3%	-39%	3%
CCOC(=O)c1c(C=O)c(C)n(Cc2ccc(C)cc2)c1C	3%	6%	2.2%	-10%	42%
CC(=O)Nc1ccc(/C=C/C(=O)c2ccccc2)cc1	nt	34%	nt	-2%	2%
O=S(=O)(c1ccc(S(=O)(=O)N2CCOCC2)cc1)N1CCCC1	4%	0%	0.8%	8%	-6%
COC(=O)c1ccc(COC(=O)[C@@H]2CC(O)CN2S(=O)(=O)c2ccccc2[N+](=O)[O-])cc1 (stereo partly specified)	8%	9%	i	-3%	4%
O=S(=O)(Nc1ncccc1O)c1ccc(Cl)cc1	-1%	0%	1.2%	-7%	-7%
CC(OC(=O)CCCN=C1NS(=O)(=O)c2ccccc21)C(=O)N(C)c1ccccc1 (stereo unspecified)	1%	13%	i	-15%	6%

Entries from the list above with an aryl thioether with sulfur outside any ring (four):
SMILES	H1N1 NS1A inhibition	tuberculosis growth	inhibitors of VEEV	PhoP GFP inhibition	H37Rv inhibition	others
Cc1ccccc1OCCSc1nc2ccccc2n1CCC(=O)O	0%	-10%	0.1%	-6%	-2%
CC(NC(=O)CSc1ncccn1)c1ccc(Cl)cc1Cl (stereo unspecified)	-55%	7%	0.3%	5%	1%
COc1cc(NC(=O)CSc2ncnc3sc4c(c23)CCC(C)C4)c(C(=O)O)cc1OC (stereo unspecified)	10%	9%	1.3%	-18%	2%
COc1ccc(NC(=O)CSc2nnc(NC(=O)c3ccco3)s2)cc1OC	2%	-6%	1.4%	0%	-19%

(more compounds)
SMILES	H1N1 NS1A inhibition	tuberculosis growth	inhibitors of VEEV	PhoP GFP inhibition	H37Rv inhibition	others
Cc1cccc(N2CCN(Cc3ccc([N+](=O)[O-])o3)CC2)c1C	2%	2µM*	0.4%	-3%	?
Cc1ccc(S(=O)(=O)N2CCC(C(=O)NCCCN3CCOCC3)CC2)cc1C	-10%	-6%	3.0%	-4%	-7%
CCCCS(=O)(=O)/C=C\C=C/S(=O)(=O)CCCC	2%	?	i	8%	1.4µM*
CS(=O)(=O)Nc1ccccc1C(=O)NC1CC2CCC1C2 (stereo unspecified)	2%	nt	0.8%	3%	-7%
O=C1NC[C@H](Cc2ccccc2)N(CC2CCN(CCC34CC5CC(CC(C5)C3)C4)CC2)C1=O	10%	nt	1.7%	nt	nt
COc1ccc(N2CCN(S(=O)(=O)CC34CCC(CC3=O)C4(C)C)CC2)cc1 (stereo unspecified)	1%	21%	1.7%	-6%	-1%
COc1ccc(NC(=O)CCNC(=O)Cn2ccc3ccccc3c2=O)cc1Cl	5%	-4%	1.4%	15%	20%
COc1cc(CC(=O)Nc2cc(S(C)(=O)=O)ccc2Cl)cc(OC)c1OC	7%	-6%	2.9%	6%	-7%
COc1ccc(Br)cc1/C=N/Nc1cccc(C(=O)O)c1	-1%	12%	1.8%	0%	8%
O=[N+]([O-])C(/C=C(/Cl)[N+](=O)[O-])=C(N1CCCCC1)N1CCCCC1	4%	36%	2.1%	7%	6%
COc1ccc(CC(=O)OCCN(C)C)cc1	0%	1%	0.4%	10%	-6%
c1ccc(Cn2nnnc2CN2CCN(c3ncccn3)CC2)cc1	-7%	-5%	0.1%	6%	-4%
CN(C)C(CNC(=O)c1cccc(C#N)c1)c1ccco1 (stereo unspecified)	1%	-21%	i	-3%	1%
N#C/C(=C/C1=C(N2CCOCC2)C(=C/c2ccc(Cl)cc2Cl)/CC1)C(=O)Nc1ccccc1F	1%	nt	i	nt	nt
COc1nc(N)nc2c1ncn2C1OC(CO)CC1O (stereo unspecified)	-28%	nt	1.9%	nt	nt

Already shown: an excerpt of the list.
SMILES	H1N1 NS1A inhibition	tuberculosis growth	inhibitors of VEEV	PhoP GFP inhibition	H37Rv inhibition	others
Cc1cccc(N2CCN(Cc3ccc([N+](=O)[O-])o3)CC2)c1C	2%	2µM*	0.4%	-3%	?
Cc1ccc(S(=O)(=O)N2CCC(C(=O)NCCCN3CCOCC3)CC2)cc1C	-10%	-6%	3.0%	-4%	-7%
CCCCS(=O)(=O)/C=C\C=C/S(=O)(=O)CCCC	2%	?	i	8%	1.4µM*

The listing continues.
SMILES	H1N1 NS1A inhibition	tuberculosis growth	inhibitors of VEEV	PhoP GFP inhibition	H37Rv inhibition	others
CCCCOC(=O)Nc1cccc(C(C)=O)c1	2%	52%	3.3%	-2%	-7%
O=C(Cc1ccccc1)NNC(=S)Nc1ccc(Cl)cc1	16%	72%	0.4%	-5%	-6%
Oc1c(Cl)cc(Cl)cc1C=Nc1cc(C(F)(F)F)ccc1N1CCc2ccccc2C1	21%	7%	1.4%	?	5%
COCCCNC(=S)NNC(=O)c1ccc2c(c1)OCO2	12%	-2%	1.9%	1%	-9%
Nc1c(C(=O)Nc2ccc(F)cc2)sc2nc(-c3ccco3)ccc12	4%	34%	8.7%	-8%	2%
CSCC[C@H](NC(=O)[C@@H]1Cc2ccccc2CN1)C(=O)Nc1ccc2c(c1)OCCO2	3%	-4%	1.6%	8%	1%
C=CCN(CC=C)C(=S)NC(=O)c1ccc(C)c(Br)c1	1%	?	1.4%	-6%	?
COc1ccc(OC)c(-n2c(SCC(=O)Nc3cc(C)on3)nnc2-c2c[nH]c3ccccc23)c1	-14%	19%	13%	-7%	2%
COc1ccc(-n2c(/C=C/c3ccc4c(c3)OCO4)nc3ccccc3c2=O)cc1	2%	23%	8.9%	-2%	0%
Cc1nnsc1SC(C)C(=O)O (stereo unspecified)	-2%	-10%	4.2%	8%	-2%
Fc1ccc(-c2nc3c(-c4ccc(F)cc4)cnn3cc2CCN2CCOCC2)cc1	-5%	21%	2.0%	2%	-6%
NC(=O)C1(N2CCCCC2)CCN(C(=O)CSc2nc(C(F)(F)F)cc(=O)[nH]2)CC1	-10%	3%	0.8%	0%	8%
CN1C(=O)Cn2c1nc1ccccc12	6%	nt	1.2%	0%	6%
Cc1ccc(C(=O)Nc2ccccc2Oc2ccccc2)cc1[N+](=O)[O-]	5%	45%	1.7%	4%	2%
COc1ccc(C2C(C#N)=C(N)Oc3cc(C)n(CCN4CCOCC4)c(=O)c32)cc1OC (stereo unspecified)	-25%	14%	i	3%	-10%

Fetched by compound from the entries so far (4):
SMILES	H1N1 NS1A inhibition	tuberculosis growth	inhibitors of VEEV	PhoP GFP inhibition	H37Rv inhibition	others
Cc1nnsc1SC(C)C(=O)O (stereo unspecified)	-2%	-10%	4.2%	8%	-2%
CN1C(=O)Cn2c1nc1ccccc12	6%	nt	1.2%	0%	6%
Fc1ccc(-c2nc3c(-c4ccc(F)cc4)cnn3cc2CCN2CCOCC2)cc1	-5%	21%	2.0%	2%	-6%
Oc1c(Cl)cc(Cl)cc1C=Nc1cc(C(F)(F)F)ccc1N1CCc2ccccc2C1	21%	7%	1.4%	?	5%

(listing goes on)
SMILES	H1N1 NS1A inhibition	tuberculosis growth	inhibitors of VEEV	PhoP GFP inhibition	H37Rv inhibition	others
Cc1ccc2c(cnn2C(=O)CCC(=O)NC2CCCC2)c1	0%	-5%	0.1%	-5%	-3%	inhibitors of VEEV 10K pilot screen=0.5
O=C(NCC1CCN(S(=O)(=O)c2ccccc2)CC1)Nc1ccc(F)cc1F	-5%	7%	i	7%	-4%
CC1(C)CC(=O)CC(C2(O)C(=O)N(Cc3ccccc3)c3ccccc32)O1 (stereo unspecified)	-1%	nt	2.2%	-14%	-3%
CCOC(=O)c1ccc(NC(=O)Cn2nc(C)c3ccccc3c2=O)cc1	-4%	24%	1.4%	-8%	1%
COc1ccccc1NS(=O)(=O)CC12CCC(CC1=O)C2(C)C (stereo unspecified)	-4%	-10%	0.0%	-10%	-9%
Cc1cccc(C(=O)OCC(=O)c2csc(N3CCCCC3)n2)c1[N+](=O)[O-]	-1%	72%	1.1%	nt	-9%
Cc1ccc(S(=O)(=O)N(CC(O)CN(C)C)c2ccccc2)cc1 (stereo unspecified)	6%	17%	i	-11%	-2%
Cc1ccc(NC(=O)CCc2c(C)nn(-c3ccc(N4CCOCC4)nn3)c2C)c(C)c1	4%	3%	1.0%	-4%	-3%

Ordered by molar mass (lowest first): part of the list above
SMILES	H1N1 NS1A inhibition	tuberculosis growth	inhibitors of VEEV	PhoP GFP inhibition	H37Rv inhibition	others
COc1ccc(CC(=O)OCCN(C)C)cc1	0%	1%	0.4%	10%	-6%
CC(C)CCN1CC(O)=C(c2nc(-c3ccc(Cl)cc3)cs2)C1=N	-4%	2%	0.7%	-11%	4%
Cc1ccc(NC(=O)CCc2c(C)nn(-c3ccc(N4CCOCC4)nn3)c2C)c(C)c1	4%	3%	1.0%	-4%	-3%
COc1cc(NC(=O)CSc2ncnc3sc4c(c23)CCC(C)C4)c(C(=O)O)cc1OC (stereo unspecified)	10%	9%	1.3%	-18%	2%

No enrichment for hits, and some 1.5% of all compounds hit somewhere here.
